High-throughput results from PubChem.
TDP1 cell CPT – growth inhibition of DT40 Tdp1-/-;hTDP1 cells with camptothecin (screen for TDP1 inhibitors) | chicken DT40 Tdp1-/-;hTDP1 cells + 20 nM CPT, ATP luminescence, 48 h | 420,000 compounds, 12% hits | Potency, µM (top dose mostly 46.2 µM), inactives show at the top dose activity change, negative = growth inhibition, most hits filed as inhibitors; note: nearly all actives have a fitted effect of over 55% in size
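Chicken DT40 Tdp1-/- cells stably complemented with human TDP1 were seeded at 400 cells/well in medium containing 20 nM camptothecin, exposed to pin-transferred compounds, and grown at 37 °C for at least 48 hr. Viability was read as ATP luminescence.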
TDP1 cell noCPT – qHTS for Inhibitors of human tyrosyl-DNA phosphodiesterase 1 (TDP1): qHTS in cells in absence of CPT | Potency, µM (titrated, usually from 46.2 µM), for the others: at the highest dose activity change, negative = growth inhibition, actives largely listed as inhibitors | 420,000 compounds, 15% hits | DT40 Tdp1-/- hTDP1 cells, no CPT, ATP luminescence, 48 h; note: nearly all actives have a fitted effect of over 55% in size
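Compound effects on proliferation are scored in DT40 Tdp1-/-;hTDP1 cells in the absence of CPT. ATP levels (CellTiter-Glo luminescence) are recorded after a ≥48 hr, 37 °C incubation.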
GCN5L2 inh – blocks human GCN5L2 histone acetyltransferase | 390,000 compounds, 0.21% hits | Q92830 | Potency, µM (top dose mostly 58.9 µM), for the others: at the highest dose activity change, negative = inhibition, usual class: inhibitors | GCN5L2 HAT assay, ThioGlo1 CoA-SH fluorescence
Target sequence (Q92830 whole entry, looked up): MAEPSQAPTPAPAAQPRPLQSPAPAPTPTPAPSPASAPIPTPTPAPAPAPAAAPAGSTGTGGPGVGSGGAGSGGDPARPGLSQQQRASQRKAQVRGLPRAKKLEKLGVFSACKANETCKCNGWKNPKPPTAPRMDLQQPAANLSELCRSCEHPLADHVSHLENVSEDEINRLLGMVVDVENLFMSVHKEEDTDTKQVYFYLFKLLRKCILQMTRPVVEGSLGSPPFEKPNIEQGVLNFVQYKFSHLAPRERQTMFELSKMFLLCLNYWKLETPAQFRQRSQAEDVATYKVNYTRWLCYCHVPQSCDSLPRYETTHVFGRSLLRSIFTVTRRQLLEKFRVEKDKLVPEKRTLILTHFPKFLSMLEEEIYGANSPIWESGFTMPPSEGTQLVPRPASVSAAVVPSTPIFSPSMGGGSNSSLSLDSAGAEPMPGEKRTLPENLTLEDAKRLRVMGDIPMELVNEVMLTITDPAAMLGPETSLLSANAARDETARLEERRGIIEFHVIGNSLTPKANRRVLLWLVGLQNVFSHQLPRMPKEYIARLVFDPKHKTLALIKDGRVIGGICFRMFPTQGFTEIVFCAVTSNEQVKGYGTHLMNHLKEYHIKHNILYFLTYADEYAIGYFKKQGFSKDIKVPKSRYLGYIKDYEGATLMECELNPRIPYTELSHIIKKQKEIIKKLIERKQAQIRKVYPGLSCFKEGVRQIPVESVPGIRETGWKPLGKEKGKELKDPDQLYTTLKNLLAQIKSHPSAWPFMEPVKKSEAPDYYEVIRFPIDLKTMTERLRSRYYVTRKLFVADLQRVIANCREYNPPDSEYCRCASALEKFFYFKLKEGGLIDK
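Titration-based screen in which CoA formation is detected via maleimide probe ThioGlo1 (50uM) turning fluorescent on thiol reaction; substrates H3(1-25) 75uM and acetyl-CoA 70uM, GCN5L2 20nM, 20 min incubation at room temperature.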
* hit, by the source's call; ? = inconclusive; . = no result given; & = joins results of further samples; [ ] = dose if it differs, or a comment. Calls come from the whole dose curve; as a rule, active = well fitted curve in the direction sought with a large enough effect; inconclusive = small, poorly fitted or top-dose-only effect, or another doubt; inactive = no such curve, though single readings can be large; an effect the other way counts as inactive or inconclusive. % is set by controls: 0 for no effect and ±100 for the full control effect; potency is the fitted concentration of half-maximal effect. This is a random part of the collection, and some 18% of all compounds hit somewhere here.

The opening 3 compounds as a preview:
SMILES | TDP1 cell CPT | TDP1 cell noCPT | GCN5L2 inh
CCCN1CCC(=O)N([C@H](COc2ccccc2)CC(C)C)CC1 | ? | ? | -1.5%
COC(=O)c1ccc(COC(=O)C(NC(=O)Cc2ccccc2)C(C)C)cc1 (stereo not given) | -27.3% | 16.4µM* | -9.2%
COc1cc(/C=C2\C=CC(=O)O2)cc(OC)c1 | 1.6% | -22.0% | -2.3%

The whole of this part (from the top)
SMILES | TDP1 cell CPT | TDP1 cell noCPT | GCN5L2 inh
CCCN1CCC(=O)N([C@H](COc2ccccc2)CC(C)C)CC1 | ? | ? | -1.5%
COC(=O)c1ccc(COC(=O)C(NC(=O)Cc2ccccc2)C(C)C)cc1 (stereo not given) | -27.3% | 16.4µM* | -9.2%
COc1cc(/C=C2\C=CC(=O)O2)cc(OC)c1 | 1.6% | -22.0% | -2.3%
COc1ccc(N/N=C(/C(C)=O)N2CCCc3ccccc32)cc1 | ? | ? | -12.6%
COc1ccc(C(=O)NC(=O)COC(=O)CCS(=O)(=O)c2ccc(C)cc2)cc1 | -4.6% | 6.2% | -17.0%
COC(=O)CSc1nc(N)nc(C)c1Br | 2.7% | -2.6% | -3.4%
Cc1cc2n(n1)C(c1cn(-c3ccccc3)nc1C)Nc1ccccc1-2 (stereo not given) | -7.9% | -28.4% | -3.0%
COc1cc(NS(=O)(=O)c2cc(Br)cc3c2N(C(C)=O)C(C)C3)cc(OC)c1 (stereo not given) | 13µM* | 18.4µM* | -5.9%
O=C(Nc1ccccc1-c1nnn(CC(=O)N2CCc3ccccc3C2)n1)C1CCC1 | -14.6% | ? | .
NC(=O)CNC(=O)[C@@H]1CC2(CC(c3ccc(Cl)cc3)=NO2)CN1C(=O)c1ccc(Br)cc1 (stereo not given in full) | -0.5% | 3.8% | ?
O=C(CNCCC1=CCCCC1)Nc1ccccc1N1CCCCCC1 | 20.6µM* | 23.1µM* | 0.7%
O=C(NC1CCCCCCC1)c1cccc(Cl)c1 | ? | -23.1% | -0.8%
CCc1nc2c(OCc3cc(Cl)cc(Cl)c3)cccn2c1N(C=O)Cc1ccc(OC)cc1 | 23.1µM* | ? | .
O=C(C1CCCN(Cc2cccc(F)c2)C1)N1CCCCC1 (stereo not given) | -8.6% | -14.2% | -3.5%
CC(N)c1csc(Nc2ccc(C(=O)c3ccccc3)cc2)n1 (stereo not given) | ? | ? | .
Cc1ccc(NC(=O)CNC(=O)Cc2cccc3ccccc23)c(O)c1 | -2.2% | -0.6% | 2.9%
CNC(=S)NNC(=O)c1sccc1OCc1ccc(Cl)cc1Cl | -1.9% | -7.9% | 15.2%
Cc1ccccc1-c1nc(CS(=O)(=O)CC(=O)NCCCN2CCCC2=O)c(C)o1 | -7.4% | -2.5% | 2.1%
Cc1cccc(OC(=O)c2sc3ncn(C)c(=O)c3c2C)c1 | -5.8% | -8.1% | -1.3%
CCN1CCN(Cc2c(O)ccc3cc(-c4ccc(OC)cc4)c(=O)oc23)CC1 | ? | ? | ?

The final 5 entries of the part before lead into the next:
SMILES | TDP1 cell CPT | TDP1 cell noCPT | GCN5L2 inh
Cc1ccc(NC(=O)CNC(=O)Cc2cccc3ccccc23)c(O)c1 | -2.2% | -0.6% | 2.9%
CNC(=S)NNC(=O)c1sccc1OCc1ccc(Cl)cc1Cl | -1.9% | -7.9% | 15.2%
Cc1ccccc1-c1nc(CS(=O)(=O)CC(=O)NCCCN2CCCC2=O)c(C)o1 | -7.4% | -2.5% | 2.1%
Cc1cccc(OC(=O)c2sc3ncn(C)c(=O)c3c2C)c1 | -5.8% | -8.1% | -1.3%
CCN1CCN(Cc2c(O)ccc3cc(-c4ccc(OC)cc4)c(=O)oc23)CC1 | ? | ? | ?
Cc1c(-c2ccccc2)[n+](=O)c2c(n1[O-])CCCCC2 | -10.0% | -9.8% | 1.4%
Cc1cc(NC(=O)c2ccc(Cl)cc2Cl)n(-c2ccccc2)n1 | -50.1% | -44.3% | -2.9%
Cc1cccc(-n2c(=S)[nH]c3c(oc4ccccc43)c2=O)c1 | 7.0% | 0.3% | -8.8%
Cc1cc(C(=O)N/N=C/c2cccnc2)cs1 | -5.1% | -18.9% | -0.5%
CCCCCCCCN1C(=O)[C@H](CC(=O)NCc2cccc(C(F)(F)F)c2)C[C@@]2(C(=O)OCC)CCCC=C12 | ? | ? | .
COc1ccc(CN(C(=O)/C=C/c2ccccc2Cl)C2CCS(=O)(=O)C2)cc1 (stereo not given) | ? | 23.1µM* | -1.2%
O=C(Nc1cccc(S(=O)(=O)N2CCOCC2)c1)C1CCN(S(=O)(=O)c2ccccc2)CC1 | ? | -23.6% | -4.1%
CN(C)CCCN(Cc1ccccc1)C(=S)Nc1ccc(F)c(Cl)c1 | -26.8% | 18.4µM* | -3.8%
O=C(Nc1nc2ccsc2c(=O)s1)c1ccc(Cl)cc1 | -6.3% | -21.0% | 14.9%
Brc1ccc(CNc2ccc3ncccc3c2)cc1 | 20.6µM* | 11.6µM* | -21.5%
CCOC(=O)N1CCC(c2nc(C)sc2C(=O)O)CC1 | 6.5% | -3.6% | -7.1%
COc1ccc(S(=O)(=O)N2CCOCC2)cc1C(=O)Nc1ccon1 | -2.1% | 2.2% | -1.9%
COC(=O)c1ccc(CNC(=O)COC(=O)CCN2C(=O)C3CC=CCC3C2=O)cc1 (stereo not given) | -9.0% | -37.0% | 0.8%
CC(=O)c1cccc(CN2CCCC(C(=O)Nc3cccc(-n4cccn4)c3)C2)c1 (stereo not given) | ? | 23.1µM* | -1.4%
Cc1c2cnn(CC(=O)O)c(=O)c2c(C)n1Cc1cccc(Cl)c1 | 13.9% | -1.3% | 1.0%
COCC(=O)n1nc(-c2ccc(Cl)cc2)nc1NCc1ccc(F)cc1 | ? | ? | -0.7%
CCN1C(=O)/C(=C/N2CC(C)CC(C)C2)SC1=S (stereo not given) | 1.8% | -16.8% | -3.2%
COC(=O)C(Cc1ccc(O)cc1)NC(=O)CCNC(=O)c1ccco1 (stereo not given) | 13.1% | -5.8% | 1.0%
O=C(Nc1ccc2c(c1)OCCO2)NC12CC3CC(CC(C3)C1)C2 | ? | ? | -7.7%
COCCNC(=S)N=Nc1c(O)[nH]c2c(C)cc(C)cc12 | 20.0% | -1.9% | -7.1%
Cc1ccc(CN2[C@@H](c3ccccc3)COCCS2(=O)=O)cc1 | ? | ? | -4.9%
Cc1cc(C(=O)CN2C(=O)C(=O)N(Cc3ccccc3)C2=O)c(C)n1-c1ccc2c(c1)OCCO2 | 14.6µM* | 20.6µM* | -10.2%
Cc1ccccc1-c1nc(CN2CCCC2c2ccc(F)cc2)c(C)o1 (stereo not given) | 20.6µM* | 16.4µM* | -7.2%
CCOC(=O)c1cccc(NC(=O)C(CC(C)C)N2Cc3ccccc3C2=O)c1 (stereo not given) | ? | ? | -7.6%
CC1Oc2ccccc2C=C1/C=C1/SC(N2CCOCC2)=NC1=O (stereo not given) | ? | ? | -17.1%
COc1ccc(Nc2cc(C)c3cc(NC(=O)Cc4ccc(Cl)cc4)ccc3n2)cc1 | ? | ? | -11.5%
COc1ccc2cc(C3NC(=O)c4ccccc4N3)c(Cl)nc2c1 (stereo not given) | -18.1% | ? | 0.0%
COc1ccc(-c2noc(N(C)CC(=O)Nc3cccc(C(F)(F)F)c3)n2)cc1 | ? | ? | -5.0%
Cc1ccc(NC(=O)Cc2c(F)cccc2Cl)cc1S(=O)(=O)N1CCOCC1 | -22.3% | ? | -3.9%
Cc1sc(-c2ccccn2)nc1OC(=O)c1ccc(Cl)c(Cl)c1 | -6.0% | 5.4% | -0.4%
O=C(Nc1cccc(Cl)c1)NC1CCN(C2CCCCC2)C1 (stereo not given) | -3.0% | ? | -20.3%
OC(CNCc1ccc(Cl)cc1)(c1ccccc1)c1ccc(F)cc1 (stereo not given) | ? | 23.1µM* | -13.2%
CCOC(=O)C1=NNC(C(=O)c2ccc(Cl)cc2)C1c1ccccc1 (stereo not given) | -7.1% | -10.4% | -9.5%
O=C(O)C1Cc2ccccc2CN1C(=O)CSc1nnc2ccccn12 (stereo not given) | 1.2% | 1.3% | -2.0%
Cc1noc(C)c1CCC(=O)N1CCOc2ccc(CN3CCN(c4ccccn4)CC3)cc2C1 | -1.5%[9.04 µM] | ? | .
O=C(Cn1c(O)c(/C=C2\C=Nc3ccccc32)sc1=O)N1CCOCC1 | -7.9% | ? | 0.1%
O=C(Nc1ccccc1C(F)(F)F)c1ccccc1Br | 2.3% | 5.5% | 3.1%
COc1ccc(N2CCN(C(=O)/C=C/c3ccco3)CC2)cc1 | -1.6% | -19.9% | -12.3%
Cc1cccc(C)c1OCC(=O)Nc1ccccc1C(=O)N1CCOCC1 | 8.0% | 4.2% | -6.9%
COc1ccc(-n2c(SCC(=O)N3CCc4ccccc43)nnc2-c2c[nH]c3ccccc23)cc1 | -13.2% | -0.3% | -1.9%
O=C(O)Cc1cc2ccccc2nc1C(=O)O | -10.0% | -8.8% | -5.5%
Cc1ccc(C)c(Cn2c(SCC(=O)N(C)Cc3ccccc3)nc3ccccc32)c1 | 25.9µM* | 25.9µM* | 2.0%
CC(C)n1cnnc1SCC(=O)Nc1ccc(Br)cc1F | 2.9% | 20.9% | -3.2%
O=C(NC1CCCCC1)C1CCCN1C(=O)Nc1ccccc1 (stereo not given) | 3.4% | 6.8% | 1.1%
COc1ccc(/C=N/NC(=O)C2CCN(c3ncc(C(F)(F)F)cc3Cl)CC2)cc1 | -7.0% | ? | -7.8%
CCn1nnnc1SCC(=O)Nc1cc(OC)cc(OC)c1 | 16.4µM* | ? | 0.0%
COc1cc(OC)cc(C(=O)N2CCN(C3CCN(Cc4ccccc4)CC3)CC2)c1 | -5.9% | -15.8% | 1.3%
CCOC(=O)C1=C(C)N(CCCC(=O)O)C(=O)NC1c1cccs1 (stereo not given) | -3.0% | 1.1% | .
Cc1cc(CSC(=N)N)c(CSC(=N)N)cc1C | ? | 23.1µM* | -1.1%
COCCn1c(SCc2nc3sc(C(=O)OC)c(C)c3c(=O)[nH]2)nc2ccccc21 | -15.0% | -23.1% | 20.7%
CCOc1ccc(OCC(=O)OC(C)C(=O)Nc2ccc(Cl)cn2)cc1 (stereo not given) | 1.0% | 2.5% | -3.9%
C/C=C/n1ccnc1CC(O)(c1ccccc1)c1ccc(C)cc1 (stereo not given) | ? | ? | .
O=C(CCn1c(=O)c2ccccc2n(CC(=O)Nc2ccc(F)cc2)c1=O)NCCc1ccccc1 | -8.2% | -17.5% | 8.7%
Cc1ccc2c(c1)NC(=O)C(CC(=O)NC1CCCCC1C)O2 (stereo not given) | 9.3% | -2.4% | -0.9%
CC(C)c1nc2sc3c(=O)[nH]cnc3c2c2c1CCCC2 | 10.4% | ? | -2.4%
Cc1nc2ccccc2n1CC(O)COCC1CC=CCC1 (stereo not given) | 14.6µM* | 10.3µM* | -4.7%
Cc1ccc(S(=O)(=O)N2[C@@H](c3cccc(Cl)c3)C(C(=O)O)=CC[C@H]2c2ccc(Cl)c(Cl)c2)cc1 | ? | -23.6% | ?
CCN(CCCNC(=O)c1ccc(Sc2ccc(Cl)cc2)c(NC(C)=O)c1)c1ccccc1 | ? | 23.1µM* | -2.4%
Cc1ccsc1C1C(C#N)=C(N)N(N(C)C)C2=C1C(=O)CCC2 (stereo not given) | 8.9% | -5.0% | -17.8%
CCc1ccc(C(=O)COC(=O)c2ccc(-c3nnc(-c4ccccc4)o3)cc2)cc1 | -16.4% | -8.3% | -14.3%

Going on with the list.
SMILES | TDP1 cell CPT | TDP1 cell noCPT | GCN5L2 inh
Cc1ccc(CN2CC(N3CC=CC3)CS2(=O)=O)cc1 (stereo not given) | ? | -18.7% | .
CSCCC(NC(=O)c1ccc(Cl)cc1)C(=O)OCC(=O)c1ccc[nH]1 (stereo not given) | -3.6% | -11.6% | 3.3%
CCC(=O)Nc1nnc(S(=O)(=O)N(CC)c2cc(C)cc(C)c2)s1 | 2.9% | -5.1% | 0.4%
Cc1ccc2oc(C(=O)N3CCN(CC(=O)NC(C)C)CC3)c(C)c2c1 | -5.1% | 2.7% | -3.8%
O=C(COC(=O)c1c(Cl)ccc(Cl)c1Cl)NC(=O)NCc1ccccc1 | ? | ? | 1.1%
O=C1CCN(Cc2cccnc2)CCN1[C@H](CO)c1ccccc1 | -3.7%&12.3% | 1.7%&5.6% | -6.8%
COc1ccccc1N1CCN(C(=O)c2ccc(N3CCCCS3(=O)=O)cc2)CC1 | ? | -14.3% | 2.0%
O=C(c1cc(-c2cccc3ccccc23)nc2ccccc12)N1CCN(CCO)CC1 | ? | ? | -6.3%
COc1ccc(CCN=C(N)NS(=O)(=O)c2ccc(F)cc2)cc1 | ? | ? | -6.6%
CCOc1ccc(NC(=O)CN(C)C(=O)CCc2ccccc2Cl)cc1OCC | -4.9% | -2.0% | -4.7%
